CR mimetic SO: caloric restriction mimetics inhibiting age-related superoxide in yeast; 330,000 compounds, 0.18% hits; superoxide response (% of plate mean), % at 10 µM; S. cerevisiae aged cells, superoxide DHE fluorescence; stronger effect = lower value; AID 2690;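 active = superoxide response under a set limit, about three screen SD below normal, cut at about 65% in these data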;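 note: yeast aged for seven days with compound at 30 °C before DHE staining; 100% = average MFI of all compound-treated wells on the plate with controls excluded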
CIT2-GFP yeast: yeast TOR pathway CIT2-GFP modulation; S. cerevisiae CIT2-GFP strain, flow cytometry, 3 h; 100 means same as DMSO wells; GFP response vs DMSO, % at 10 µM; 320,000 compounds, 0.065% hits; AID 2029;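 active = GFP response relative to DMSO above a set limit, near the screen mean plus 3 SD, cut at about 150% in these data; inconclusive = Fewer than 70 cells measured for a yeast strain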;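 note: ratio of well median GFP fluorescence to mean of DMSO wells on the plate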
RPL19A TOR yeast: alters RPL19A-GFP fluorescence in TOR pathway yeast screen. 330,000 compounds, 0.3% hits. percent response vs DMSO, % at 10 µM. AID 2025. S. cerevisiae RPL19A-GFP strain, flow cytometry, 3 h; stronger effect = lower value;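 active = percent response vs DMSO below 50%; inconclusive = fewer than 70 events counted for the yeast strain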;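 note: median channel GFP fluorescence of the barcoded RPL19A-GFP strain; ratio of sample median GFP to plate DMSO average so 100% = DMSO; lower means less RPL19A-GFP as with rapamycin TOR inhibition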
LAP4-GFP MLPCN: modulators of TOR pathway LAP4-GFP in S. cerevisiae; S. cerevisiae LAP4-GFP multiplex, flow cytometry GFP, 3 h; median GFP as percent of DMSO wells; 320,000 compounds, 0.34% hits; GFP response vs DMSO, % at 10 µM;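 active = GFP response vs DMSO above a set limit, about the screen mean plus 3 SD, cut at about 150% in these data; inconclusive = under 70 cell events counted for the yeast strain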
MEP2-GFP yeast: modulators of TOR pathway MEP2-GFP in S. cerevisiae; S. cerevisiae MEP2-GFP strain, flow cytometry GFP, 3 h; 100% = DMSO control level; GFP response vs DMSO, % at 10 µM; 330,000 compounds, 0.51% hits;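 active = GFP response versus DMSO above a set limit, roughly screen mean plus 3 SD, cut at about 180% in these data; inconclusive = fewer than 70 cells counted for a yeast strain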;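 note: median GFP fluorescence of the barcode-gated MEP2-GFP cells per well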
GRK2 aptamer HTS: blocks RNA aptamer binding to human GRK2 | bead flow cytometry, FAM-aptamer displacement from GRK2 | inhibition of aptamer binding, % at 10 µM | AID 488847 | 330,000 compounds, 0.59% hits;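 active = inhibition of aptamer binding above 40%, roughly 3 SD of noise, on plates passing a quality check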;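 note: median bead fluorescence of bound FAM aptamer so fluorescent compounds give negative values; no value below 0 was filed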
VLA-4 inh: inhibition in a human VLA-4 binding assay | 330,000 compounds, 0.2% hits | P13612 | AID 2557 | inhibition, % (about 7 µM as worked out from the volumes in the protocol) | VLA-4 expressing cells, ligand binding flow cytometry; in the data active = inhibition above about 50%
Target sequence (P13612 whole entry, looked up): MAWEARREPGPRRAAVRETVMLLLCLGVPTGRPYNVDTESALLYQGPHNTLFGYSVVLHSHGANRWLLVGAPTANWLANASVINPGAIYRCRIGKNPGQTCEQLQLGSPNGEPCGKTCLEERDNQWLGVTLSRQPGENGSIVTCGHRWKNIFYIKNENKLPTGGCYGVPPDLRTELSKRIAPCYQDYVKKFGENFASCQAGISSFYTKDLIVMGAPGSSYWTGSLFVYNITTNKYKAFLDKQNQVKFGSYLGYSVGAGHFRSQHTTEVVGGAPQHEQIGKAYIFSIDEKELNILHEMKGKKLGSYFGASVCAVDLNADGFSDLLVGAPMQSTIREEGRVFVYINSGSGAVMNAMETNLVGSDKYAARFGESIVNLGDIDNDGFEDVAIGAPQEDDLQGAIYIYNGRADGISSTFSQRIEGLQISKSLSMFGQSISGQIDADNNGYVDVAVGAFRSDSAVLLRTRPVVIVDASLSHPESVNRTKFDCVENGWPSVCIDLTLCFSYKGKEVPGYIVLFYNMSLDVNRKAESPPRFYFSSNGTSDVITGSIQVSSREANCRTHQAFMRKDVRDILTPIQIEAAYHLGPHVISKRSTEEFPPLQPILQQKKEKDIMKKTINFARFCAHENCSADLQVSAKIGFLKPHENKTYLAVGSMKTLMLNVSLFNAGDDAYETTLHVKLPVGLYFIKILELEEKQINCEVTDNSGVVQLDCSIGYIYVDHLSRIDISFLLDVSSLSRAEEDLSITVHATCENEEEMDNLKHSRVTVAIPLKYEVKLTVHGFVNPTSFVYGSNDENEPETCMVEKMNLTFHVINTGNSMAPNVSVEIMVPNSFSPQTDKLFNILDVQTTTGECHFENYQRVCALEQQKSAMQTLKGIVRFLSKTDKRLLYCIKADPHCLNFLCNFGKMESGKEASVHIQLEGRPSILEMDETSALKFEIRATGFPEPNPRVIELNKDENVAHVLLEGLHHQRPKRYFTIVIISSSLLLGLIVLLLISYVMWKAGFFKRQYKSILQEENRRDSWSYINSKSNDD
AGP1-GFP MLPCN: alters AGP1-GFP fluorescence in TOR pathway yeast screen; S. cerevisiae AGP1-GFP multiplex flow cytometry, 3 h; GFP as percent of DMSO wells; GFP response vs DMSO, % at 10 µM; 320,000 compounds, 0.02% hits;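 active = GFP response relative to DMSO above a set limit, near screen average plus 3 SD, cut at about 150% in these data; inconclusive = fewer than 70 cells counted for the yeast strain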;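 note: median GFP channel fluorescence of the gated AGP1 strain per well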
* = called active by the depositor; ? = inconclusive; . = no result given; [ ] = another dose, or the depositor's remark.

SMILES	CR mimetic SO	CIT2-GFP yeast	RPL19A TOR yeast	LAP4-GFP MLPCN	MEP2-GFP yeast	GRK2 aptamer HTS	VLA-4 inh	AGP1-GFP MLPCN
COCCNC(=O)C(OC(=O)c1ccco1)c1ccccc1F (stereo unspecified)	92	100	96	103	130	0	-9	99
COc1ccc(NC(=O)C2C3CCC(O3)C2C(=O)O)c(C)c1 (stereo unspecified)	104	102	101	92	105	3	-4	102
Cc1nc2ccccc2c(=O)n1/N=C/c1ccccc1	114	93	92	102	98	0	16	95
O=C(NCCCNC(=O)c1cc(Cl)ccc1Cl)c1ccco1	100	107	102	90	105	3	3	102
CC(NC(=O)C1CCCN(S(=O)(=O)N2CCOCC2)C1)c1ccccc1 (stereo unspecified)	97	95	100	98	100	2	4	103
Nc1ccc(C(=O)N/N=C\C=C\c2ccc([N+](=O)[O-])cc2)cc1	109	93	84	76	?	0	12	?
CN(C)CCCCOc1ccccc1F	99	103	96	104	102	3	8	104
CC(Sc1nnc(Cc2cccs2)n1C1CCCCC1)C(=O)NCc1ccco1 (stereo unspecified)	99	88	92	84	94	7	3	88
COc1cc(NC(=S)Nc2ccccn2)c(OC)cc1Cl	95	101	102	97	103	0	7	103
C1CCN=C(NC23CC4CC(CC(C4)C2)C3)CC1	93	102	104	96	99	0	0	102
Cc1cc(NC(=O)CSc2ncccc2C(=O)O)no1	107	97	108	103	104	2	10	106
CN1CCN(S(=O)(=O)c2cccc(C(=O)Oc3ccc(Br)cc3F)c2)CC1	99	105	111	89	106	0	-9	100
O=C(CSc1nc2ccccc2c(=O)n1-c1cccc(C(F)(F)F)c1)NC1CC1	96	91	96	93	98	11	4	98
Cc1cc(Br)ccc1NC(=O)CSCc1c(C)noc1C	86	94	100	112	117	0	-4	107
CCNc1c(NS(=O)(=O)c2ccc(Br)s2)c(=O)oc2ccccc12	94	97	93	90	100	6	-4	93
O=C(C1CC(=O)N(C2CCCC2)C1)N1CCN(c2cccc(Cl)c2)CC1 (stereo unspecified)	99	98	98	90	99	1	-6	99
O=S(=O)(c1ccccc1)N1CC=C(c2ccccc2)CC1	97	94	96	104	99	0	-8	100
O=S(=O)(CCOc1ccccc1)N1CCOCC1	115	97	103	93	98	0	1	98
CC(C)C(=O)Nc1ccc(NC(=O)c2ccc([N+](=O)[O-])cc2Cl)cc1	107	101	103	97	102	0	.	103
CCCC(C)NC(=O)c1ccc2[nH]c3c(c2c1)CC(C)CC3 (stereo unspecified)	101	90	95	99	104	1	20	98
C=C(C)Cn1c(N2CCN(CC)CC2)nc2c1c(=O)[nH]c(=O)n2C	97	111	100	103	100	0	-22	104
CCOC(=O)/C(C#N)=C\N(C)C	121	106	105	97	109	0	7	109
O=S(=O)(c1ccccc1)N1CCN(C(c2ccccc2)c2ccc(OC(F)(F)F)cc2)CC1 (stereo unspecified)	86	102	99	90	103	2	20	97
Brc1ccc(OCCn2ccnc2)cc1	110	103	100	103	105	0	0	97
CCOC(=O)c1cc(-c2ccccc2)n(CC(=O)Nc2ccc(OC)c(OC)c2)c1C	86	99	101	98	107	0	2	102

Ordered by molar mass (low to high): some entries from above.
SMILES	CR mimetic SO	CIT2-GFP yeast	RPL19A TOR yeast	LAP4-GFP MLPCN	MEP2-GFP yeast	GRK2 aptamer HTS	VLA-4 inh	AGP1-GFP MLPCN
CN(C)CCCCOc1ccccc1F	99	103	96	104	102	3	8	104
C1CCN=C(NC23CC4CC(CC(C4)C2)C3)CC1	93	102	104	96	99	0	0	102
Cc1nc2ccccc2c(=O)n1/N=C/c1ccccc1	114	93	92	102	98	0	16	95
O=S(=O)(CCOc1ccccc1)N1CCOCC1	115	97	103	93	98	0	1	98
Cc1cc(NC(=O)CSc2ncccc2C(=O)O)no1	107	97	108	103	104	2	10	106
O=S(=O)(c1ccccc1)N1CC=C(c2ccccc2)CC1	97	94	96	104	99	0	-8	100
COc1ccc(NC(=O)C2C3CCC(O3)C2C(=O)O)c(C)c1 (stereo unspecified)	104	102	101	92	105	3	-4	102
Nc1ccc(C(=O)N/N=C\C=C\c2ccc([N+](=O)[O-])cc2)cc1	109	93	84	76	?	0	12	?
COCCNC(=O)C(OC(=O)c1ccco1)c1ccccc1F (stereo unspecified)	92	100	96	103	130	0	-9	99
COc1cc(NC(=S)Nc2ccccn2)c(OC)cc1Cl	95	101	102	97	103	0	7	103
O=C(NCCCNC(=O)c1cc(Cl)ccc1Cl)c1ccco1	100	107	102	90	105	3	3	102
CC(C)C(=O)Nc1ccc(NC(=O)c2ccc([N+](=O)[O-])cc2Cl)cc1	107	101	103	97	102	0	.	103
Cc1cc(Br)ccc1NC(=O)CSCc1c(C)noc1C	86	94	100	112	117	0	-4	107
O=C(CSc1nc2ccccc2c(=O)n1-c1cccc(C(F)(F)F)c1)NC1CC1	96	91	96	93	98	11	4	98
CCOC(=O)c1cc(-c2ccccc2)n(CC(=O)Nc2ccc(OC)c(OC)c2)c1C	86	99	101	98	107	0	2	102
CCNc1c(NS(=O)(=O)c2ccc(Br)s2)c(=O)oc2ccccc12	94	97	93	90	100	6	-4	93
CC(Sc1nnc(Cc2cccs2)n1C1CCCCC1)C(=O)NCc1ccco1 (stereo unspecified)	99	88	92	84	94	7	3	88
CN1CCN(S(=O)(=O)c2cccc(C(=O)Oc3ccc(Br)cc3F)c2)CC1	99	105	111	89	106	0	-9	100

Remaining list, next part.
SMILES	CR mimetic SO	CIT2-GFP yeast	RPL19A TOR yeast	LAP4-GFP MLPCN	MEP2-GFP yeast	GRK2 aptamer HTS	VLA-4 inh	AGP1-GFP MLPCN
O=c1onc(-c2ccccc2Cl)n1-c1ccccc1Cl	96	104	108	112	99	0	10	117
Cc1cc(N/N=C/c2ccc([N+](=O)[O-])o2)nc2ccccc12	111	97	100	106	95	0	-63	97
c1ccc2c(OCCCN3CCCCCC3)cccc2c1	86	107	105	94	108	0	15	101
O=S(=O)(CCN1CCCCC1)Oc1ccc(Cl)cc1Cl	98	106	103	97	101	0	-2	100
O=C(NCCCn1ccnc1)c1ccc(Br)cc1	102	94	102	101	96	0	4	93
O=S1(=O)CCO[C@H]2Cc3ccccc3[C@H]2N1Cc1cccc(C(F)(F)F)c1	87	91	95	121	102	2	2	104
CC1=Nc2cc(C(=O)NCC3CCCO3)ccc2Sc2ccc(C)cc21 (stereo unspecified)	96	102	107	108	110	1	46	106
Cc1nn2c(N3CCOCC3)c3c(nc2c1-c1ccccc1)CCCC3	103	96	101	108	99	0	14	98
O=C(Nc1ccc2c(c1)Cc1ccccc1-2)c1ccccc1F	91	105	102	110	105	0	4	103
CCn1cc(C(=O)N[C@@H](CCSC)C(=O)NCCN2CCOCC2)c(=O)c2cc3c(cc21)OCO3	82	96	97	97	105	0	18	100
CCn1c(CC(=O)Nc2ccccc2F)nnc1SCC(=O)Nc1nncs1	99	?	55[may fluoresce violet]	79[may fluoresce violet]	164[may fluoresce violet]	0	-7	50[may fluoresce violet]
Cc1cccc(NC(=S)NCc2ccc3c(c2)cc(C)n3C)c1C	134	103	98	97	103	1	-26	100
Cc1cc(F)ccc1S(=O)(=O)Nc1c(C)n(C)n(-c2ccccc2)c1=O	93	99	98	91	97	1	-2	99
CC(C)n1c(/N=C/c2ccccc2O)nc2ccccc21	102	102	103	100	98	1	15	105
O=C(CCC(=O)N1CCOc2ccccc21)N1CCOCC1	106	101	97	100	102	0	-17	98
CCN(C(=O)CSc1nnnn1-c1ccc(OC)cc1)C1CCS(=O)(=O)C1 (stereo unspecified)	115	93	102	104	104	0	-4	101
S=C(NCc1ccccn1)Nc1cccc(Cl)c1	98	87	88	92	90	0	-34	89
OC(COc1ccc2ccccc2c1)Cn1ccnc1 (stereo unspecified)	121	100	95	102	103	0	2	101
Cc1ccc(C#CC[N+]2(CC#Cc3ccc(C)cc3)CCCCC2)cc1	111	104	106	93	106	0	4	100
COc1cccc(-c2nn(-c3ccc(C)cc3)cc2C(=O)N2CCN(C3CCS(=O)(=O)C3)CC2)c1 (stereo unspecified)	89	96	99	99	100	4	-7	94
O=S(=O)(c1ccc(Br)cc1)N1CCN(c2ccc3nnc(-c4ccccc4)n3n2)CC1	106	106	92	112	88	1	38	96
CN(C1CCCC1)C1CCN(C(=O)CNC(=O)/C=C/c2ccccc2)CC1	103	102	103	96	94	0	-3	103
CCN(C(=O)c1ccc(Cl)c([N+](=O)[O-])c1)c1ccccc1	91	120	99	102	101	2	9	116
CCN(C(=O)CSc1nc2nc(C)cc(C)n2n1)c1cccc(C)c1	147	94	103	102	102	0	1	103
Cn1cccc1/C=N/n1cnnc1	120	.	104	107	105	4	12	104

Carrying on.
SMILES	CR mimetic SO	CIT2-GFP yeast	RPL19A TOR yeast	LAP4-GFP MLPCN	MEP2-GFP yeast	GRK2 aptamer HTS	VLA-4 inh	AGP1-GFP MLPCN
O=C(Nc1cccc(O)c1)c1cccc(S(=O)(=O)N2CCCC2)c1	107	108	97	102	99	0	-4	102
CCN(CC(=O)Nc1ccc(OC)cc1)C(=O)c1ccc(N2C(=O)CCC2=O)cc1	88	97	99	101	100	3	10	100
CCOc1cc(NC(=S)NCCCN2CCOCC2)c(OCC)cc1NC(=O)C1CC1	93	103	105	94	102	0	17	100
CC1CCN(C(=O)COC(=O)c2ccccc2C(=O)c2ccccc2)CC1	82	106	104	94	103	3	10	100
CC1=C(O)C(=O)OC1c1c(Cl)cccc1Cl (stereo unspecified)	112	101	99	116	107	3	-4	107
CCOC(=O)c1cc(=O)c2ccc(OCC(=O)Nc3ccc(F)cc3)cc2o1	101	109	98	105	106	1	9	102
COc1cccc(CN2CCC(C(=O)N3CCC(C)CC3)CC2)c1	92	95	94	111	100	0	0	98
O=C(CC1CC2CCC1C2)N1CCN(S(=O)(=O)c2ccccc2[N+](=O)[O-])CC1 (stereo unspecified)	103	90	88	92	88	4	2	92
CC(C)c1ccc(N(CC(=O)NC2CCCC2)C(=O)CCC(=O)Nc2ccccn2)cc1	97	102	100	95	106	5	-5	87
Cc1ccccc1NC(=O)COC(=O)c1ccc(CSc2ccc(Cl)cc2)cc1	116	101	107	112	117	0	7	100
COc1ccc(NCc2nc3ccccc3n2CCOc2ccc(C)cc2)cc1	100	88	108	111	93	9	-10	97
C/C(N)=C(/C#N)C(=O)COC(=O)C(c1ccccc1)c1ccccc1	120	106	100	95	94	2	-2	103
Cc1ccc(C)c(NS(=O)(=O)c2cc3c4c(c2)CC(=O)N4CCC3)c1	108	95	96	91	99	3	12	96
COc1ccc(/C=N/n2cnc3scc(-c4cccs4)c3c2=O)cc1OC	91	92	98	95	90	0	-3	98
CN(C)S(=O)(=O)c1cccc(NC(=S)N2CCCCC2CO)c1 (stereo unspecified)	95	.	98	96	100	0	13	105
CCCC(=O)Nc1nc(C)c(-c2csc(Nc3ccccc3C)n2)s1	93	98	102	108	91	8	-32	94
COc1ccc(-c2nn(CCC#N)cc2C(=O)Nc2cccc(C(=O)O)c2)cc1OC	102	95	96	93	89	0	1	95
COc1ccc(S(=O)(=O)N(C)C[C@@H]2Oc3ccc(NC(=O)Nc4c(C)noc4C)cc3C(=O)N([C@H](C)CO)C[C@@H]2C)cc1	105	90	93	105	88	0	2	95

Source: PubChem

An unsorted share of the library, and some 1.7% of all compounds hit somewhere here.
